Screens (PubChem)
pPAFAH inh: pPAFAH (human) enzyme inhibition; recombinant pPAFAH, FP-rhodamine probe fluorescence polarization; inhibition, % at 3.39 µM; hit rate 1.5% among 330,000; Q13093;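 active = inhibition above the mean inhibition across the screen plus 3 SD, cut at about 25% in these data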;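 also: inhibitors block binding of the rhodamine activity-based probe so polarization drops; 0% = enzyme with DMSO and 100% = wells lacking pPAFAH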
PAFAH2 FP inh: PAFAH2 (human) inhibition. recombinant PAFAH2, FP-rhodamine activity probe, fluorescence polarization. inhibition, % at 3.39 µM. hit rate 0.99% among 340,000. AID 492956;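 active = inhibition above the mean over all tested compounds plus 3 SD, cut at about 30% in these data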;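 also: inhibitors block probe labeling of enzyme so polarization drops; 0% = enzyme with DMSO and 100% = wells lacking PAFAH2 protein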
LYPLA1 inh: counter-screen for PME1 inhibitors: inhibitors of human LYPLA1; hit rate 0.16% among 320,000; AID 2174; inhibition, % at 5.9 µM; O75608; recombinant LYPLA1, FP-Rh probe fluorescence polarization;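 active = inhibition above the mean of all tested compounds plus 3 SD, set per campaign, cut at about 14% in these data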;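 also: inhibitors block serine hydrolase probe labeling of LYPLA1 so polarization falls; 0% = enzyme with DMSO and 100% = wells lacking LYPLA1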
Target sequence (O75608 whole entry, looked up): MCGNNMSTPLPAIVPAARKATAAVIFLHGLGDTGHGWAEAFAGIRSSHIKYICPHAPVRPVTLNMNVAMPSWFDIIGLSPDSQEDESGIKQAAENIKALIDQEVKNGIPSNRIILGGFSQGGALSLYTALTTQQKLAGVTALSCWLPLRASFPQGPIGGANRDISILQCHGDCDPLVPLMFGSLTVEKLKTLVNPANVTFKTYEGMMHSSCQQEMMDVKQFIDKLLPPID
Fam108B inh: Fam108B inhibition, counter-screen for RBBP9 inhibitors; hit rate 0.33% among 300,000; recombinant Fam108B, FP-Rh probe fluorescence polarization; AID 1947; inhibition, % at 9.51 µM;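 active = inhibition above the screen mean inhibition plus 3 SD, computed separately per campaign, cut at about 18% in these data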;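 also: inhibitors lower polarization as less probe binds the enzyme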
PAD4 FP inh: PAD4 (human) enzyme inhibition; recombinant PAD4, RCA probe fluorescence polarization; inhibition, % at 6.36 µM; hit rate 0.41% among 330,000;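 active = percent inhibition above a cutoff equal to the mean of all tested compounds plus 3 SD, cut at about 15% in these data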;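 also: 0% = PAD4 with RCA probe and DMSO and 100% = probe without PAD4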
Target sequence (Q9UM07 whole entry, looked up): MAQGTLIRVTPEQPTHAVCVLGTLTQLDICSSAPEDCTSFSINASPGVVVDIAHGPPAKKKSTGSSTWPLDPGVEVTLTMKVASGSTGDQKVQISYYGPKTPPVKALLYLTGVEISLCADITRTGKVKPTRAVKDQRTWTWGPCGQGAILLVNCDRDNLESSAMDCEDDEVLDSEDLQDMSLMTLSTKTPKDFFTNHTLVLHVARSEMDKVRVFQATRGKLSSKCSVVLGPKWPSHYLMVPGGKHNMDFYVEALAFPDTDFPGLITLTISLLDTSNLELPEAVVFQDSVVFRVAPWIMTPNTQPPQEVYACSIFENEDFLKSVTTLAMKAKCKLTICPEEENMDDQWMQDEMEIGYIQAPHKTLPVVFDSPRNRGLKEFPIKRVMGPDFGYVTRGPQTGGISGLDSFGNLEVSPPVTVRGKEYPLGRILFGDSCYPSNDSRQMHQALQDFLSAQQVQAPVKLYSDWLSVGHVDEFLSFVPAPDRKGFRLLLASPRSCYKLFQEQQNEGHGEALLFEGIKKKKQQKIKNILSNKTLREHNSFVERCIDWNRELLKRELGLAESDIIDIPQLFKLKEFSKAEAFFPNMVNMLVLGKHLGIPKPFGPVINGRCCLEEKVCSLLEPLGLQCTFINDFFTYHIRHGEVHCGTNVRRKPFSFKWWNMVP
PAFAH1B3 FP inh: blocks human PAF acetylhydrolase 1B catalytic subunit 3. recombinant PAFAH1B3, FP-rhodamine probe, fluorescence polarization. inhibition, % at 3.39 µM. hit rate 0.28% among 340,000;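 active = inhibition above the screen-wide average of all tested compounds plus 3 SD, cut at about 25% in these data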;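 also: 0% = enzyme with DMSO only and 100% = wells lacking PAFAH1B3 protein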
GSTO1 inh: counter-screen for RBBP9 inhibitors: inhibitors of human GSTO1 | recombinant GSTO1, activity-based probe fluorescence polarization | inhibition, % at 5.96 µM | hit rate 1.1% among 300,000 | AID 1974;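 active = inhibition above the campaign mean inhibition plus 3 SD, cut at about 35% in these data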;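 also: 0% = GSTO1-1 with DMSO and 100% = wells lacking GSTO1-1 enzyme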
PME-1 primary: PME-1 (human) inhibition; Q9Y570; recombinant PME-1, FP-Rh probe fluorescence polarization; inhibition, % at 5.9 µM; hit rate 0.53% among 320,000; AID 2130;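 active = inhibition above the campaign mean of all compounds plus 3 SD, cut at about 26% in these data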;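 also: competitive labeling of PME-1 active site by serine hydrolase directed probe; 0% = PME-1 with DMSO and 100% = wells lacking PME-1 enzyme; inhibitors block probe labeling so polarization falls and inhibition rises; many of its hits are not listed in these tables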
PAFAH1B2 inh: blocks human PAF acetylhydrolase 1b catalytic subunit 2 | recombinant PAFAH1B2, FP-rhodamine activity probe, fluorescence polarization | hit rate 1.2% among 340,000 | AID 492953 | inhibition, % at 3.39 µM | P68402;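 active = inhibition above the mean of all tested compounds plus 3 SD, cut at about 24% in these data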;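 also: 0% = enzyme with DMSO and 100% = wells lacking PAFAH1B2; many of its hits are not listed in these tables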
An asterisk follows results filed as active; x = no result given. Not all compounds are listed; rates above refer to the full screens.

SMILES	Fam108B inh	GSTO1 inh	PME-1 primary	pPAFAH inh	PAD4 FP inh	PAFAH1B3 FP inh	PAFAH2 FP inh	PAFAH1B2 inh	LYPLA1 inh
NC(=S)N=Nc1c(O)n(CC(=O)Nc2ccccc2)c2ccccc12	-3.1	-0.2	-9.9	0.6	-4.1	6.4	-11.8	2.0	-2.3
COc1ccc(NC(=O)C(C)NS(=O)(=O)c2ccc(NC(C)=O)cc2)cc1Cl (centres undefined)	2.8	0.1	0.8	5.2	-1.5	7.3	0.4	1.2	-3.2
CC(=O)Nc1ccc(CN2CCN(CCc3ccccc3)C(CCO)C2)cc1 (centres undefined)	-2.7	9.2	1.3	-2.0	3.2	4.0	0.3	5.4	-1.3
CN(C)S(=O)(=O)c1ccc(C(=O)OCn2nnc3ccccc3c2=O)cc1	5.3	11.0	-2.1	1.4	-2.6	9.4	2.7	5.2	-1.4
CC1CCCN(C(=O)C(=O)c2cn(CC(=O)N3CCCCCC3)c3ccccc23)C1 (centres undefined)	-3.6	-4.3	6.1	1.8	-3.0	2.5	13.3	1.6	-0.3
CCc1ccc(C(=O)OCC(=O)NCCNC(=O)COC(=O)c2ccc(CC)cc2)cc1	-4.1	2.0	-1.1	6.8	-0.3	2.7	2.8	18.4	-1.0
Cc1nc(-c2ccccn2)nc(N2CCOCC2)c1Cl	0.5	3.6	-5.3	2.9	0.9	6.2	0.8	4.4	4.8
Cc1cc(C)cc(NC(=O)CS(=O)(=O)c2cccc3nsnc23)c1	1.5	1.0	1.0	0.4	3.9	4.2	-14.2	6.7	0.4
COc1cccc(NC(=O)Nc2ccc(CC(=O)O)cc2)c1	-0.5	-4.1	0.7	-0.9	-6.8	3.5	-1.8	-2.1	-2.0
CCCCCCCc1ccc(C2NC(=S)NC3=C2C(=O)c2ccccc23)cc1 (centres undefined)	2.2	8.1	-1.7	-3.7	-9.3	x	x	x	-0.7
O=C(Nc1cccc(S(=O)(=O)N2CCCCC2)c1)c1ccc2c(=O)n3c(nc2c1)CCCCC3	-7.6	-11.7	-22.1	-7.3	-2.2	-7.1	-1.1	2.4	-28.3
COc1cc(NC(=O)c2cccc3c2C(=O)N(Cc2cccnc2)C3)cc(OC)c1OC	0.5	-7.6	-1.4	4.9	-8.1	0.8	-0.9	-1.7	1.4
CSc1ccc(S(=O)(=O)Nc2ccccc2C(=O)N2CCOCC2)cc1	0.8	0.9	5.5	4.8	-2.8	8.4	2.8	-2.2	-2.8
Cc1ccc(NC(=O)CCC(=O)NNC(=O)COc2cccc3ccccc23)c(C)c1	-8.8	-2.8	-13.0	6.1	-7.6	0.3	2.3	-0.3	-9.8
CN(Cc1ccccc1)C(=O)CN1CCN(C(c2ccccc2)c2ccccc2)CC1	-2.6	2.4	-1.1	2.8	-0.7	4.3	-2.7	3.6	2.7
CC(=O)Nc1ccc(S(=O)(=O)NNC(=O)COc2cc(C)ccc2C(C)C)cc1	-1.1	-5.8	2.8	0.8	-6.5	8.2	0.1	3.0	-0.8
CCOc1ccc(S(=O)(=O)NCCC(=O)NCC(c2ccc(OC)cc2)N2CCCCC2)cc1 (centres undefined)	-3.9	-0.4	-1.8	2.0	-4.1	-2.3	-1.8	1.8	0.3
Cc1cccc(OC(=O)c2cccnc2)c1C	0.8	3.0	-1.9	6.4	0.3	3.5	-3.5	3.2	-1.6
CC(=O)Oc1ccc(N2C(=O)C3C4C=CC(C5CC45)C3C2=O)cc1[N+](=O)[O-] (centres undefined)	0.4	6.0	-5.7	-1.6	-4.3	-7.3	15.6	8.9	1.0
CC(=O)c1cccc(NC(=O)CCNC(=O)c2ccccc2Cl)c1	-1.4	2.4	5.9	8.3	0.5	6.0	10.7	1.4	-2.2

(continued)
SMILES	Fam108B inh	GSTO1 inh	PME-1 primary	pPAFAH inh	PAD4 FP inh	PAFAH1B3 FP inh	PAFAH2 FP inh	PAFAH1B2 inh	LYPLA1 inh
O=[N+]([O-])c1cn(-c2nc(-c3ccco3)cc(C(F)(F)F)n2)cn1	0.5	-1.4	-6.5	2.2	0.2	6.2	-4.2	3.0	2.8
Cc1ccc(OCCSc2ncnc3sc(C)c(C)c23)cc1C	-5.9	-2.9	-8.4	-1.6	2.8	2.5	-6.4	-3.4	-3.7
COc1ccc(CNc2nc(S(=O)(=O)c3ccccc3)c(Cl)s2)cc1OC	1.6	-3.4	17.6	2.4	-1.8	1.2	5.2	1.4	-2.1
O=C(CNC1=NCCC1)c1ccc2c(c1)OCCO2	3.0	-5.7	0.6	2.4	0.5	5.4	4.1	0.7	2.2
Cc1cccc(-c2noc(Cc3ccc(Cl)cc3)n2)c1	-1.6	5.2	-1.9	-0.3	3.8	4.4	1.9	6.6	0.8
CCCCn1c(N)c(N(CCOC)C(=O)c2ccc(S(=O)(=O)N3CCC(C)CC3)cc2)c(=O)[nH]c1=O	3.5	11.7	-1.7	0.3	0.3	11.9	5.4	4.3	-2.2
Cc1cn(C(=O)C(C)N2C(=O)c3ccccc3C2=O)c(C)n1 (centres undefined)	-2.5	8.9	0.0	3.1	0.1	0.6	2.7	6.5	-3.2
CC1CCCCC1NC(=O)NC(=O)COC(=O)C1=NN(c2ccccc2)C(=O)CC1 (centres undefined)	x	x	-1.8	2.6	2.4	-1.7	1.0	0.6	-3.3
CCOC(=O)c1c(C)[nH]c(C)c1S(=O)(=O)NCc1ccc(OCC)cc1	-2.3	3.4	4.2	3.6	-2.4	2.0	-1.1	1.8	0.0
CCC(=O)Nc1ccc(NC(=O)c2cc3ccccc3o2)c(OC)c1	-0.4	3.6	8.4	-2.7	2.5	-1.2	-3.0	-0.3	1.3
Cc1cc(C)cc(NC(=O)N2CCCCCCC2)c1	2.8	3.4	-2.4	2.9	-4.1	1.2	2.0	6.4	-0.5
C/C(CC(=O)Nc1ccc(Cl)c(C(F)(F)F)c1)=N\NC(N)=S	0.0	-3.4	-2.3	-3.8	-4.8	-2.2	2.9	7.3	-3.2
COc1cccc(NC(=S)NC(=O)c2cncc(Br)c2)c1	-1.9	6.2	1.8	-1.4	-1.0	2.8	-3.2	0.8	-1.1
O=C(NCCc1c[nH]c2ccccc12)/C(=C/c1ccco1)NC(=O)c1ccco1	2.3	7.2	6.2	-3.5	-5.1	0.1	-0.6	-0.6	-3.3
NC1=NC(=O)CC(C(=O)NCc2ccccc2)S1 (centres undefined)	2.5	-1.8	-0.8	-1.9	-0.3	0.8	-5.7	0.2	0.6
O=C(Nc1ccccc1)C1=C[C@H](c2coc3ccccc3c2=O)C[C@H](OCCCCO)O1	3.0	6.6	5.9	3.4	-2.0	5.0	0.6	1.3	1.5
O=C(c1cc(Cl)nc2ccccc12)N1CCN(Cc2ccc3c(c2)OCO3)CC1	x	x	-1.5	2.8	-4.4	-5.1	1.4	-1.4	1.1
COc1ccc(O)c(CNc2ccccc2F)c1	2.6	17.5	1.8	8.4	-4.7	1.6	4.5	10.6	1.3
COc1ccc(Oc2cc(C)nc(Cl)n2)nn1	-0.7	9.3	2.2	-2.9	0.9	4.8	3.3	1.0	-2.1
Cc1ccccc1N1CCN(C2CCCN(C(=O)c3cc(CC(C)C)nn3C)C2)CC1 (centres undefined)	3.0	-3.2	1.9	13.1	-0.3	2.8	3.3	2.3	-4.0

The list goes on.
SMILES	Fam108B inh	GSTO1 inh	PME-1 primary	pPAFAH inh	PAD4 FP inh	PAFAH1B3 FP inh	PAFAH2 FP inh	PAFAH1B2 inh	LYPLA1 inh
Cc1ccc(NC(=O)C2C3C=CC4(O3)C2C(=O)N(CCCN2CCCC2)C4C(=O)NC2CCCCC2)cc1Cl (centres undefined)	0.6	3.0	-2.8	6.8	1.6	5.1	0.0	0.5	-1.8
CSCC[C@H](NC(=O)[C@@H]1Cc2ccccc2CN1)C(=O)NC1CCCC1	-0.9	-0.6	-2.6	0.0	-7.5	4.0	2.2	3.2	0.2
CCC(Cc1ccccc1)NC(=O)c1cc(S(=O)(=O)N2CCCCC2)c[nH]1 (centres undefined)	2.0	4.4	4.0	2.1	-0.5	5.7	3.8	9.8	-0.3
CCCCN(C)C(=O)c1cn(C)c2ccc(S(=O)(=O)N(C)C)cc2c1=O	3.1	3.8	-3.0	-8.7	-7.7	13.1	2.0	2.4	-2.1
Cn1ncc(Br)c1NC(=O)Nc1ccccc1	6.1	7.4	-4.4	1.5	-0.4	5.9	-2.4	8.3	0.6
O=C(c1cccc(S(=O)(=O)N2CCN(c3ccccc3)CC2)c1)N1CCN(c2ccccc2O)CC1	0.7	11.3	9.9	5.1	-2.4	3.2	8.6	-4.9	1.7
COC(=O)[C@]1(Cc2ccccc2)N[C@H](CN(C)S(=O)(=O)c2ccc(-c3ccccc3)cc2)[C@@H]2C(=O)N(Cc3ccccc3)C(=O)[C@@H]21	x	x	x	-3.3	-3.2	1.6	-11.2	0.7	x
COc1ccccc1-c1cc(C(F)(F)F)nc(N2CCOCC2)n1	0.1	2.8	0.2	1.2	0.0	3.3	-4.1	1.1	-4.8
O=C(NC(=S)Nc1ccccc1)c1cc(-c2ccccc2)nc2ccccc12	-13.9	-1.2	-20.0	-2.7	-2.2	-10.5	-10.7	-2.3	-15.9
O=C(NCc1ccccc1)C1(CC2CC(c3ccccc3)=NO2)CCNCC1 (centres undefined)	x	x	-9.7	4.4	-3.6	8.5	-6.9	0.1	-3.2
CCOC(=O)C[C@H]1c2cc(F)ccc2S(=O)(=O)N1C(C)(C)C	7.2	-7.2	-0.8	0.8	-3.3	3.2	4.4	3.5	0.1
Cc1nnc(SCC(=O)Nc2cccc(C(F)(F)F)c2)[nH]c1=O	1.3	-1.9	-0.4	-0.5	-5.5	3.5	-2.3	11.8	-1.1
O=C(NCc1ccccn1)c1cccc([N+](=O)[O-])c1	3.9	0.3	-2.3	-0.1	-5.1	-4.9	-4.7	3.7	0.1
Cc1ccc(C)c(NC(=S)NCc2ccc3[nH]c4c(c3c2)CCCC4)c1	14.2	5.7	3.5	16.2	-0.2	-2.2	0.0	2.6	-4.4
CCOC(=O)c1cc(-c2ccccc2)nn1Cc1cc(C)no1	-2.2	1.6	1.7	12.2	2.2	6.9	-2.2	0.8	-1.1
CCOC(=O)CCc1c(C)c2ccc(OCC)c(C)c2oc1=O	0.8	1.1	1.1	-0.7	-1.6	x	x	x	-6.0
Cc1ccc2c(c1)N(CC(=O)NCCCN1CCCCC1)C(=O)CO2	1.2	-0.4	-2.6	-0.6	0.8	0.4	-13.1	7.5	-0.4
COc1ccc2c(n1)Sc1nc3ccccc3nc1N2	2.3	-3.4	19.3	1.5	-2.2	7.7	-7.6	6.2	-2.6
CCOC(=O)NC(=O)CSc1ccc(S(=O)(=O)N(C)C2CCCCC2)cn1	x	x	18.8	0.8	-4.3	6.3	-0.2	-1.9	2.4
Cc1nc(N2CCN(c3ccccn3)CC2)c2c(C)c(C(=O)Nc3ccc(Cl)cc3)sc2n1	-29.8	5.4	-4.6	1.2	-2.8	-1.3	-5.2	3.6	-1.1
c1ccc2[nH]c(SCc3ccc(-c4nnco4)cc3)nc2c1	-2.2	-5.3	-4.4	-0.4	-3.5	0.8	-0.9	4.2	-1.9
